# Screening results from PubChem.
# POLK inh: qHTS for Inhibitors of Polymerase Kappa; purified Pol kappa, fluorescent DNA synthesis assay, 10 min; Potency, µM (doses to about 107 µM), for inactives: at the top dose activity, negative = inhibition, actives largely listed as inhibitors; 400,000 tested, 0.53% active; AID 588579, 2011; also: potency is read from the fitted curve at half-maximal effect; % is scaled to controls: 0 for no effect and ±100 for the full control effect
#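 Readout: fluorescence, taken kinetically at 0 and 10 min. Conditions: 10 nM Pol kappa, 15 min RT compound preincubation, 50 nM substrate final. Controls: enzyme-free buffer wells.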
# POLH inh: qHTS for Inhibitors of Polymerase Eta; 390,000 tested, 1.2% active; AID 588591, 2011; DNA polymerase eta (Homo sapiens), Q9Y253; Potency, µM (doses to about 114 µM), inactives show at the highest dose activity change, negative = inhibition, usual class: inhibitors; recombinant Pol eta, fluorescent DNA replication assay; also: potency is read from the fitted curve at half-maximal effect; % is scaled to controls: 0 for no effect and ±100 for the full control effect
#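 Fluorescent replication assay: 50 nM final substrate added after a 15 min room-temperature compound preincubation with 10 nM enzyme. Signal taken at 0 min and again at 10 min.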
# Anesthetic bind: qHTS Assay for Identification of Novel General Anesthetics. AID 485281, 2010. Potency, µM (highest dose often 77.5 µM), for the others: at the highest dose activity change, negative = displacement, hits mostly inhibitors. apoferritin/1-aminoanthracene competitive binding, fluorescence. Ferritin light chain (Equus caballus), P02791. 350,000 tested, 0.074% active; also: potency is read from the fitted curve at half-maximal effect; % is scaled to controls: 0 for no effect and ±100 for the full control effect; nearly all actives have a fitted effect of over 20% in size
#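 Read-out: endpoint 1-AMA fluorescence, excitation 380 nm and emission 535 nm, after compounds sit 10 min at room temperature with 10 uM horse-spleen apoferritin in 50% saturated 1-AMA/PBS. Values come from four-parameter Hill fits.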
# APE1 inh: qHTS Assay for Inhibitors of the Human Apurinic/apyrimidinic Endonuclease 1 (APE1). DNA repair nuclease/redox regulator APEX1 (Homo sapiens), P27695. recombinant APE1, TAMRA/BHQ-2 abasic DNA cleavage fluorescence. Potency, µM (top dose mostly 65.8 µM), without a hit: at the top dose activity change, negative = inhibition, hits mostly inhibitors. 350,000 tested, 0.35% active. AID 2517, 2012;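 also: potency is read from the fitted curve at half-maximal effect; plate controls were vehicle for no effect and reference inhibitor for full effect; nearly all actives have a fitted effect of over 55% in size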
#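 Kinetic fluorescence read (525 ex/598 em nm, three reads 60 s apart) of AP-site incision; signal = third minus first read. Enzyme 0.75 nM, dual-labelled THF duplex 50 nM, compound preincubation 15 min RT.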
# Tb PGK inh: qHTS Assay to Find Inhibitors of Phosphoglycerate Kinase; Phosphoglycerate kinase, glycosomal (Trypanosoma brucei brucei), P07378; PGK/GAPDH coupled, Kinase-Glo luminescence, 60 min; Potency, µM (top dose mostly 57.5 µM), for inactives: top-dose activity change, negative = inhibition, usual class: inhibitors; 380,000 tested, 0.043% active; AID 602233, 2012; also: potency is read from the fitted curve at half-maximal effect; % is scaled to controls: 0 for no effect and ±100 for the full control effect; nearly all actives have a fitted effect of over 60% in size
#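 Recombinant glycosomal PGK reaction used 1,3-bisphosphoglycerate generated in-well by GAPDH (100nM final) in 100mM TEA pH 7.6, 5mM MgCl2, 0.01% Tween-20. After 60 minutes at room temperature, ATP was read by Kinase-Glo Plus luminescence end-point.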
# Pol beta inh: qHTS Assay for Inhibitors of DNA Polymerase Beta; Potency, µM (doses to about 114 µM), for inactives: top-dose activity change, negative = inhibition, most hits filed as inhibitors; P06746; Pol beta primer extension/strand displacement, fluorescence kinetic; 340,000 tested, 1.3% active; also: potency is read from the fitted curve at half-maximal effect; % is scaled to controls: 0 for no effect and ±100 for the full control effect
#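 Pol beta (10 nM) and compounds were preincubated 15 min at room temperature, then 50 nM substrate (final) started primer extension/strand displacement. Reads were taken at 0 and 10 min; concentration-response data were fitted to a four-parameter Hill equation.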
# BLM helicase inh: qHTS Assay for Inhibitors of Bloom's syndrome helicase (BLM). recombinant BLM DNA unwinding, fluorescence dequenching. AID 2528, 2010. 350,000 tested, 0.2% active. Potency, µM (series often up to 56.1 µM), for inactives: at the highest dose activity change, negative = inhibition, actives largely listed as inhibitors. RecQ-like DNA helicase BLM (Homo sapiens), P54132;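 also: potency is read from the fitted curve at half-maximal effect; plate controls were vehicle for no effect and no enzyme for full effect; nearly all actives have a fitted effect of over 35% in size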
# RXFP1 antagonist: qHTS Assay for Antagonists of the Relaxin Receptor RXFP1. HEK293-RXFP1, relaxin-stimulated cAMP HTRF, 30 min; hits give low values. activity change, negative = inhibition, % at 57.5 µM. 350,000 tested, 0.59% active;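 active = activity change of -60% or lower, but not beyond a set lower limit; inconclusive = change between -60% and -40%, or beyond the set limit; inactive = change above -40%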; also: % is scaled to controls: 0 for no effect and ±100 for the full control effect
# Pol iota inh: qHTS for Inhibitors of Polymerase Iota. AID 588590, 2011. 390,000 tested, 1% active. Pol iota fluorescent replication assay, 10 min. DNA polymerase iota (Homo sapiens), Q9UNA4. Potency, µM (series often up to 115 µM), inactives show top-dose activity, negative = inhibition, usual class: inhibitors; also: potency is read from the fitted curve at half-maximal effect
#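 Pol iota at 10 nM preincubated 15 min with compounds at room temperature; reaction started with fluorescent substrate, 50 nM final. Fluorescence read kinetically at 0 and 10 min; buffer-only wells as negative control.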
# * hit, by the source's call; i = inactive; ? = inconclusive; · = not tested or not shown; [ ] = remark or other dose. Unless noted, calls follow the shape of the dose curve; as a rule, active = well fitted curve in the direction sought with a large enough effect; inconclusive = small, poorly fitted or top-dose-only effect, or another doubt; inactive = no such curve, though single readings can be large; an effect the other way counts as inactive or inconclusive.
SMILES,POLK inh,POLH inh,Anesthetic bind,APE1 inh,Tb PGK inh,Pol beta inh,BLM helicase inh,RXFP1 antagonist,Pol iota inh
COc1ccc(C(=O)NCCc2nnc3ccc(SCC(=O)NCc4ccccc4)nn23)cc1,-16%,-3%,-1%,-6%,0%,-1%,-8%,-6,10%
Cc1ccc(NC(=S)NN(C)c2cc(C)nc(C)n2)cc1,-4%,-5%,12%,2%,2%,12%,-9%,·,15%
COc1ccc(C2C3C(=O)N(N(C)c4ncc(C(F)(F)F)cc4Cl)C(=O)C3ON2C)cc1 (stereo not drawn),-10%,-1%,1%,-11%,3%,4%,-2%,-16,6%
CC1CCC2(OC1)OC1CC3C4CC[C@@H]5CC(O)CC[C@@]5(C)C4CC(=O)[C@]3(C)C1C2C (stereo partly drawn),-8%[60.1 µM],·,6%,-3%,·,·,-5%,·,·
CCOC(=O)NC(=O)CSc1nnc(C2CC2)n1Cc1ccco1,3%,0%,-1%,-1%,i,9%,-3%,10,19%
N=c1c2c3c(sc2ncn1Nc1ccccc1)CCC3,-13%,-4%,?,-4%,2%,2%,-2%,2,?
O=C(CSc1ncccc1-c1nc2ccccc2[nH]1)NC1CC1,-12%,-7%,-11%,1%,i,7%,-1%,-1,-11%
Cc1cc(Cl)ccc1-n1c(CCC(=O)O)ccc1-c1cccs1,-6%,-13%,-7%,·,-2%,8%,-4%,-8,7%
Cn1cccc1C(=O)NCC1CCCCC1,-4%,2%,?,6%,3%,-2%,-6%,5,21%
Cc1cccc(NC(=O)CN2c3ccccc3S(=O)(=O)c3ccccc32)c1C,0%,2%,-19%,·,6%,10%,-1%,-2,-3%
Cc1ccc(C2=[N+]([O-])C3(CCCCC/C3=N\O)N(O)C2(C)C)o1 (stereo not drawn),-1%,0%,-14%,-6%,-2%,?,-1%,6,12%
CC1CN(C(=S)Nc2ccccc2C(F)(F)F)CC(C)O1 (stereo not drawn),-15%,-17%,-6%,15%,-3%,39%,-2%,3,23%
CC(=O)Oc1cccc(N2C(=O)c3ccccc3C2=O)c1,2%,-18%,1%,-6%,-2%,34%,2%,-9,39%[activator]
Cc1nn(C)c(C)c1NC(=O)COc1ccc(Cl)cc1Br,-3%,-19%,·,-4%,0%,·,·,-6,29%
O=C1CC(c2ccccc2Cl)C2=C(COC2=O)N1 (stereo not drawn),6%,3%,-14%,11%,i,26%,-9%,-5,22%
COc1cc(C)c(Br)cc1S(=O)(=O)NCCN1CCOCC1,-4%,-3%,-4%,2%,i,4%,-2%,7,23%
COc1cccc(C(=O)NC(=O)Nc2ccc(-n3nc(C(F)(F)F)cc3C(F)(F)F)cc2)c1,-19%,2%,-3%,·,-4%,0%,-2%,-2,17%
O=C(NC1CCCC1)C1C2C=CC3(CN(Cc4cccs4)C(=O)C13)O2 (stereo not drawn),-5%,-18%,-7%,-9%,i,5%,3%,·,28%
CN(c1nc(-c2ccc(Br)cc2)cs1)C1CCS(=O)(=O)C1 (stereo not drawn),-11%,-25%,-3%,1%,i,-1%,-5%,7,40%[activator]
CC(C(=O)NCc1ccccc1)N1C(=O)CN(C)C(=O)c2ccccc21 (stereo not drawn),-11%,6%,-8%,9%,-1%,2%,0%,0,13%
COc1cccc(CC2(CO)CCCN(Cc3cn[nH]c3-c3ccccc3)C2)c1 (stereo not drawn),-3%,-17%,-13%,24%,3%,24%,-7%,1,32%[activator]
COc1ccc(NC(=O)CN(C)C(=O)Cc2c[nH]c3ccccc23)cc1,-22%,-4%,·,4%,-1%,·,·,-9,16%
Cn1ccnc1SCC(=O)Nc1cccc2ccccc12,-8%,-18%,-7%,-6%,-6%,-5%,-7%,8,15%
Cn1c(=O)c(-c2ccccc2[N+](=O)[O-])c(Cl)c2ccccc21,-5%,-22%,-8%,-1%,-1%,25%,0%,-14,97%[activator]
O=C(C1CCC(=O)N1Cc1ccccc1Cl)N1CCN(c2cccc(Cl)c2)CC1 (stereo not drawn),3%,-16%,-17%,-1%,-1%,18%,1%,1,?
COc1cccc(NC(=O)COC(=O)CCC2CCCC2)c1,-6%,-21%,·,27%,-4%,·,·,4,28%
CCOC(=O)Cc1ccc(NC(=O)N(Cc2ccc(CC)cc2)Cc2cn[nH]c2-c2ccc(OC)cc2)cc1,-19%,-21%,-13%,·,4%,7%,-10%,-23,-1%
Clc1ccc(OCCSc2nnnn2C2CCCCC2)cc1,-3%,-14%,-9%,0%,i,26%,-8%,-3,8%
CC(=O)C1=C(O)C(=O)N(CC#N)C1c1cccs1 (stereo not drawn),-9%,6%,-5%,-2%,11%,3%,-3%,10,?
Cn1c(SCC(=O)c2ccccc2)nnc1-c1cccnc1,-5%,-13%,-19%,-3%,3%,0%,-1%,4,11%
C=CCn1c(SCC(=O)NC2CC2)nnc1-c1ccccn1,9%,-15%,-3%,32%,-2%,11%,-1%,-2,11%
O=c1[nH]c2ccccc2cc1CN(c1ccccc1)S(=O)(=O)c1ccccc1,-16%,-9%,-1%,-2%,-1%,3%,-2%,34,3%
Cn1c(=O)c2c(ncn2CC(=O)N2CCCCCC2)n(C)c1=O,-3%,-20%,-4%,1%,-1%,-1%,-4%,-5,59%[activator]
CC(=NCc1ccco1)C1=C(O)c2ccccc2C1=O,-2%,-3%,-17%,-1%,-5%,-10%,1%,-8,37%[activator]
CSc1ncnc2[nH]ccc12,15%,-4%,·,·,-1%,·,·,12,66%[activator]
CCCCN(C(=O)c1cccc(S(=O)(=O)N2CCN(C)CC2)c1)c1c(N)n(CCC)c(=O)[nH]c1=O,-5%,-5%,·,-6%,9%,·,·,1,-3%
CCC(Sc1nncn2c1cc1occc12)C(=O)Nc1ccc(C)c(Cl)c1 (stereo not drawn),-11%,-1%,-12%,·,9%,2%,-10%,?,-6%
CCOc1ccc(CNC(=O)CCS(=O)(=O)Cc2ccc(C)cc2)cc1OC,-2%,-7%,-8%,-3%,-3%,-29%,2%,-13,56%[activator]
CNc1cccccc1=S,79µM*,?,?,?,-7%,16µM*,-2%,4,10µM*
N#Cc1ccccc1NC(=O)C(=O)NCCc1csc(-c2ccc(C(F)(F)F)cc2)n1,-2%[60.1 µM],-11%,-9%,·,-1%,5%,-1%,8,27%

# Complete entries from above.
# COc1ccc(C2C3C(=O)N(N(C)c4ncc(C(F)(F)F)cc4Cl)C(=O)C3ON2C)cc1 (stereo not drawn) in the list: POLK inh: -10%; POLH inh: -1%; Anesthetic bind: 1%; APE1 inh: -11%; Tb PGK inh: 3%; Pol beta inh: 4%; BLM helicase inh: -2%; RXFP1 antagonist: -16; Pol iota inh: 6%
# Cc1nn(C)c(C)c1NC(=O)COc1ccc(Cl)cc1Br in the list: POLK inh: -3%; POLH inh: -19%; Anesthetic bind: ·; APE1 inh: -4%; Tb PGK inh: 0%; Pol beta inh: ·; BLM helicase inh: ·; RXFP1 antagonist: -6; Pol iota inh: 29%
# COc1ccc(C(=O)NCCc2nnc3ccc(SCC(=O)NCc4ccccc4)nn23)cc1 in the list: POLK inh: -16%; POLH inh: -3%; Anesthetic bind: -1%; APE1 inh: -6%; Tb PGK inh: 0%; Pol beta inh: -1%; BLM helicase inh: -8%; RXFP1 antagonist: -6; Pol iota inh: 10%

# Continued:
SMILES,POLK inh,POLH inh,Anesthetic bind,APE1 inh,Tb PGK inh,Pol beta inh,BLM helicase inh,RXFP1 antagonist,Pol iota inh
Cc1cc(C)c(C(=O)CSc2nnc(-c3cccnc3)n2C)c(C)c1,-11%,-5%,-21%,-1%,-4%,-22%,1%,13,-6%
COc1ccc(S(=O)(=O)NCCc2c[nH]c3ccc(C)cc23)cc1,5%,-15%,-18%,5%,-9%,6%,-8%,-8,-10%
COc1cccc(/C=C/C(=O)OCC(=O)NCCc2ccccc2)c1,-9%,-9%,?,6%,-3%,-1%,0%,9,185%[activator]
C/C(=N\NC(=O)Cc1ccc(F)cc1)c1ccc(O)cc1,-1%,-5%,-12%,4%,-3%,-16%,-13%,1,20%
CCN(CC)S(=O)(=O)c1cc(NC(=O)COC(=O)CCc2nc3ccccc3s2)ccc1C,-6%,-9%,?,2%,-10%,0%,-5%,-1,-9%[58.9 µM]
O=[N+]([O-])c1ccc(OCCCCCN2CCOCC2)cc1,7%,-4%,1%,26%,-8%,0%,-2%,-1,7%
O=c1c(Cc2ccccc2)c(O)ccn1Cc1ccco1,2%,-3%,-4%,11%,-8%,2%,-5%,1,4%
COc1ccccc1N1CCN(S(=O)(=O)CCNC(=O)COc2ccc(F)cc2)CC1,-11%[60.1 µM],-15%,1%,·,i,13%,0%,8,-9%
O=C(CCc1nc2ccccc2s1)Nc1cccnc1,-22%,-17%,-17%,1%,-8%,?,-17%,1,?
CCN1C(=O)CC(N2CCC(C(=O)OC)CC2)C1=O (stereo not drawn),5%,-15%,3%,0%,-5%,-18%,1%,-5,17%
O=C(CN1CCOc2ccccc21)NCc1ccc(Cl)cc1,13%,-22%,0%,1%,0%,-17%,-3%,-10,3%
Cc1cc(C)cc(C(=O)NCC(=O)OCC(=O)N(C)c2ccccc2)c1,-4%,-3%,-15%,?,-8%,6%,1%,-2,77%[activator]
c1csc(-c2cnc3ccccc3n2)c1,-12%,-9%,215%[activator],14%,-7%,24%,1%,-1,8%

# Some of the compounds tested. The share of hits here may be higher or lower than overall.
